# DT40 TDP1 no CPT: qHTS for Inhibitors of human tyrosyl-DNA phosphodiesterase 1 (TDP1): qHTS in cells in absence of CPT | 420,000 compounds, 15% hits | DT40 Tdp1-/- hTDP1 cells, no CPT, ATP luminescence, 48 h | Potency, µM (series often up to 46.2 µM), inactives show top-dose activity change, negative = growth inhibition, usual class: inhibitors | AID 686978, 2013; note: nearly all actives have a fitted effect of over 55% in size
#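 Stably hTDP1-transfected Tdp1-null chicken DT40 cells were treated with library compounds minus camptothecin and grown for at least 48 hr at 37 °C, after which cellular ATP was quantified by luminescence.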
# GCN5L2 inh: blocks human GCN5L2 histone acetyltransferase. GCN5L2 HAT assay, ThioGlo1 CoA-SH fluorescence. AID 504327. Q92830. Potency, µM (titrated, usually from 58.9 µM), for inactives: at the highest dose activity change, negative = inhibition, usual class: inhibitors. 390,000 compounds, 0.21% hits
# Target sequence (Q92830 whole entry, looked up): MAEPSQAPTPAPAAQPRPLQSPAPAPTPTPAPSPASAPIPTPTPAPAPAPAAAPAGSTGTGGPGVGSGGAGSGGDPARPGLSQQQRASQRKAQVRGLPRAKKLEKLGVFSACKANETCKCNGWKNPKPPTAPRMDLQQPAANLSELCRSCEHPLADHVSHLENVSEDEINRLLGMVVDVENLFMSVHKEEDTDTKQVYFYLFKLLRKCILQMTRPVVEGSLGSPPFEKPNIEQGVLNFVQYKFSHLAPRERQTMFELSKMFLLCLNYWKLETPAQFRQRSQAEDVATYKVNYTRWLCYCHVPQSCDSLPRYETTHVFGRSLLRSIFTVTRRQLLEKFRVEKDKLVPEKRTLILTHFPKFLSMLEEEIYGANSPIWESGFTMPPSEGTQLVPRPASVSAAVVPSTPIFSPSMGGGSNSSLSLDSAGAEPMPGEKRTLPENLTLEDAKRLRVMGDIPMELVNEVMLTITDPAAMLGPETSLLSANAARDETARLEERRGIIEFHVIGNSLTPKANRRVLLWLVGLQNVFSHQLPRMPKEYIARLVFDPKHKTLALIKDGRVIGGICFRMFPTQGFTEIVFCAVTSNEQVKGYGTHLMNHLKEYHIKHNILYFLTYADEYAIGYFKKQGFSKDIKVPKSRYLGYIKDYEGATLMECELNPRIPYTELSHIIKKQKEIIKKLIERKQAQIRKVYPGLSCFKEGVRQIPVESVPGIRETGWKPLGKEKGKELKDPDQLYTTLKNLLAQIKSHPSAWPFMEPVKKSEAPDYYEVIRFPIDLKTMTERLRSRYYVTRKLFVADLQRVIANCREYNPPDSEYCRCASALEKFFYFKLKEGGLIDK
#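 Compounds, pin-transferred from DMSO stocks, meet 20nM GCN5L2 for 15 min before the reaction begins with H3(1-25) peptide (75uM) and acetyl-CoA (70uM). Thiol-reactive ThioGlo1 reports CoA release over 20 min at room temperature.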
# TDP1 cell CPT: growth inhibition of DT40 Tdp1-/-;hTDP1 cells with camptothecin (screen for TDP1 inhibitors); Potency, µM (series often up to 46.2 µM), without a hit: at the top dose activity change, negative = growth inhibition, most hits filed as inhibitors; chicken DT40 Tdp1-/-;hTDP1 cells + 20 nM CPT, ATP luminescence, 48 h; 420,000 compounds, 12% hits; note: nearly all actives have a fitted effect of over 55% in size
#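 Chicken DT40 Tdp1-/- cells stably complemented with human TDP1 were seeded at 400 cells/well in medium containing 20 nM camptothecin, exposed to pin-transferred compounds, and grown at 37 °C for at least 48 hr. Viability was read as ATP luminescence.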
# Active calls of the source: *; ? = inconclusive; / = not tested or not shown; & = joins results of further samples; [ ] = dose if it differs, or a comment. Calls come from the whole dose curve; as a rule, active = well fitted curve in the direction sought with a large enough effect; inconclusive = small, poorly fitted or top-dose-only effect, or another doubt; inactive = no such curve, though single readings can be large; an effect the other way counts as inactive or inconclusive. % is set by controls: 0 for no effect and ±100 for the full control effect; potency is the fitted concentration of half-maximal effect.
# Values run as follows: GCN5L2 inh	TDP1 cell CPT	DT40 TDP1 no CPT
> COc1cccc(N2CCN(C(=O)c3c4c(nc5ccccc35)C(=O)N(C3CCCCC3)C4)CC2)c1
  -14%	21µM*	16µM*
> CC(C)CCNC(=O)c1sc2ccc(S(=O)(=O)N3CCCCC3)cc2c1N
  5%	23µM*	21µM*
> Cc1ccc(N(CC(=O)Nc2ccccc2-c2ccccc2)S(=O)(=O)c2ccccc2)cc1
  -3%	16µM*	21µM*
> O=C1C(c2cc(=O)c3ccccc3[nH]2)=C(O)c2ccccc21
  -22%	?	?
> Nc1ncnc2c1ncn2C1O[C@H](CO)[C@@H](O)[C@@H]1O (some centres undefined)
  -4%	0.46µM*	0.21µM*
> Cc1ccc2c(CN3CCN(CCO)CC3)cc(=O)oc2c1
  -4%	-11%	2%
> N#C/C=C/N1CCN(C(=O)c2ccco2)CC1
  2%	-3%	-3%
> NC(=O)[C@H]1CC2(CC(c3cccc(NC(=O)CC(c4ccccc4)c4ccccc4)c3)=NO2)CN1C(=O)C(c1ccccc1)c1ccccc1 (some centres undefined)
  -26%	18µM*	?
> COC(=O)COc1ccc(S(=O)(=O)Nc2ccc3c(c2)OCCO3)cc1C
  3%	?	?
> C=CCN1C(=O)SC(Cc2cccc(OC)c2O)C1=O (centres undefined)
  4%	5%	-8%
> CCc1ccc(NC(=O)CCCn2nc(C)c3c(C)n(-c4ccccc4)nc3c2=O)cc1
  -5%	?	?
> CCCn1ncc(CN2CCC(C(=O)Nc3cccc(-c4cccc(F)c4)c3)CC2)c1C
  1%	15µM*	?
> O=C(OCc1ccc(Br)cc1)c1ccncc1
  -4%	-29%	0%
> CC(C)Sc1nc(C(F)(F)F)cc(=O)n1-c1ccccc1
  -10%	-2%	-16%
> CCCNC1=C(N(C(C)=O)c2cccc(F)c2)C(=O)c2ccccc2C1=O
  -3%	2.6µM*	2.1µM*
> Cc1cccc(OCC(=O)NCCCNC(=O)c2ccco2)c1
  -3%	-5%	-2%
> CCOc1cc(C2c3c(-c4ccccc4)n[nH]c3C(=O)N2c2ccc(C(=O)O)cc2)ccc1O (centres undefined)
  -7%	11%	3%
> Cc1c(NS(=O)(=O)c2cccc(C(=O)NC(C)c3ccccc3)c2)c(=O)n(-c2ccccc2)n1C (centres undefined)
  /	-6%	1%
> O=C(O)CN(Cc1ccco1)S(=O)(=O)c1ccc(F)cc1
  -4%	3%	3%
> Cn1nnc2cc(C(=O)N3CCSCC3)ccc21
  -16%	-3%	0%
> Cc1ccnc(NCc2cc(Cl)cc(Cl)c2O)c1
  /	-6%	-17%
> O=C(Cc1ccccc1)Nc1ccnn1C1CCN(Cc2ccc(CO)o2)CC1
  -8%	-5%	-3%
> Cc1coc2cc3oc(=O)c(CCC(=O)N4C[C@H]5C[C@@H](C4)c4cccc(=O)n4C5)c(C)c3cc12
  -21%	-25%	?
> CC(NC(=O)c1cccc(S(=O)(=O)N2CCCCCC2)c1)c1ccccc1 (centres undefined)
  -13%	?	?
> Nc1nc(SCc2ccc(Cl)cc2Cl)c2ncn(C3OC(CO)C(O)C3O)c2n1 (centres undefined)
  /	17%	-25%
> CC(C)(C)c1ccc(C(=O)OC/C(O)=C(\C#N)c2nc3ccccc3s2)cc1
  -1%	?	?
> COc1ccc(S(=O)(=O)Nc2cccc3c2O[C@H](CN(C)C(=O)Nc2ccccc2)[C@@H](C)CN([C@H](C)CO)C3=O)cc1
  0%	3%	-23%
> CCOC(=O)Cc1c(C)nc2c(-c3ccc(Cl)cc3)c(C(F)(F)F)nn2c1C
  -24%	23µM*	23µM*
> Cc1ccc(Cl)cc1NC(=O)Cc1ccc(-n2c(C)nc3cccnc32)cc1
  2%	?	23µM*
> Cc1cc(C)cc(NC(=S)NCc2ccc(S(N)(=O)=O)cc2)c1
  3%	3%	-12%
> C=CCNC(=O)c1ccc(-c2nc(-c3ccccc3)cs2)cc1
  1%	-19%	-11%
> COc1ccc(-c2cc(C(=O)N/N=C(\C)c3cccnc3)c3ccccc3n2)cc1
  -12%	?	?
> CCOC(=O)C1(C)CCCCN1C(=O)c1cccc(Cl)c1 (centres undefined)
  /	21µM*	15µM*
> CCC(C)c1ccc(OCc2ccc(C(=O)O)o2)cc1 (centres undefined)
  -1%	1%	8%
> COCc1cc(C)nc(SCC(=O)Nc2ccc(N3CCOCC3)cc2)c1C#N
  -3%	-7%	-10%
> COC(=O)c1ccc(CSc2cc(C)c3ccccc3n2)o1
  -8%	?	?
> CCOc1ccc(CCNC(=O)c2cc3sccc3n2C)cc1OCC
  -5%	16µM*	10µM*
> Cc1c(C(=O)N/N=C/c2ccccc2)[nH]c2ccc(Cl)cc12
  21%	9.2µM*	6.5µM*
> COc1cc2cc(CCCOC(=O)c3ccc(F)cc3)oc(=O)c2cc1OC
  -10%	1%	-8%
> CC(C)(C)c1ccc(NC(=O)N2CCCN(c3ccc([N+](=O)[O-])cn3)CC2)cc1
  -9%	?	26µM*
> COC(=O)c1ccccc1S(=O)(=O)N1CCC(C(=O)OC(C)C(=O)N(C)Cc2ccccc2)CC1 (centres undefined)
  /	-30%	?
> O=C(CCC(=O)N(c1ccccc1)C(C(=O)NC1CCCC1)c1ccncc1)Nc1cccnc1 (centres undefined)
  2%	-9%	1%
> COc1ccc(-c2nc3c(c(=O)n(C)c(=O)n3C)n2CC2CC(c3ccccc3)=NO2)cc1OC (centres undefined)
  /	10µM*	1.5µM*
> Nc1nonc1-n1nnc(C(=O)N/N=C/C2CC=CCC2)c1CSc1ccccc1 (centres undefined)
  -3%	3%	-6%
> CC(C)COC(=O)c1ccccc1N1C(=O)C2C3CCC(C3)C2C1=O (centres undefined)
  0%	-11%	-20%
> Cn1c(=O)c2c(ncn2CC(=O)OCC(=O)Nc2ccc(Cl)cc2)n(C)c1=O
  1%	12%	-14%
> COc1ccc(NCC(=O)N/N=C/c2cc([N+](=O)[O-])ccc2N2CCCC2)cc1
  -7%	21µM*	?
> COc1ccc(NC(=O)c2cc3ccccc3o2)cc1OC
  -16%	-12%	-18%
> Clc1ccc(Sc2cnc3ccccc3n2)cc1
  /	?	?
> CC(Oc1coc(CN2CCN(C(=O)c3ccco3)CC2)cc1=O)c1ccccc1 (centres undefined)
  -13%	-4%	2%

# Arranged by heavy-atom count (falling): part of the list above
# Values run as follows: GCN5L2 inh	TDP1 cell CPT	DT40 TDP1 no CPT
> COC(=O)c1ccccc1S(=O)(=O)N1CCC(C(=O)OC(C)C(=O)N(C)Cc2ccccc2)CC1 (centres undefined)
  /	-30%	?
> CC(Oc1coc(CN2CCN(C(=O)c3ccco3)CC2)cc1=O)c1ccccc1 (centres undefined)
  -13%	-4%	2%
> Cn1c(=O)c2c(ncn2CC(=O)OCC(=O)Nc2ccc(Cl)cc2)n(C)c1=O
  1%	12%	-14%
> CC(C)COC(=O)c1ccccc1N1C(=O)C2C3CCC(C3)C2C1=O (centres undefined)
  0%	-11%	-20%
> COc1ccc(NC(=O)c2cc3ccccc3o2)cc1OC
  -16%	-12%	-18%

# (next part)
# Values run as follows: GCN5L2 inh	TDP1 cell CPT	DT40 TDP1 no CPT
> O=C(c1cccc(F)c1)N1CCC2(CCCN(c3ccncc3)C2)CC1
  0%	-5%	?
> CCOc1cc(/C=C2/SC(=S)NC2=O)ccc1OC(=O)c1ccco1
  -28%	23µM*	12µM*
> CCOC(=O)c1cc2c(=O)c3ccccc3oc2nc1C
  -1%	-3%	-23%
> CCCc1ncc(C(O)c2cccc(OC)c2OC)n1C (centres undefined)
  -2%	-5%	-19%
> Cc1ccccc1-n1ncc2c1CC(C)(C)CC2NC(=O)CCn1cncn1 (centres undefined)
  -13%	?	31%[activator]
> CN(Cc1ccccc1)S(=O)(=O)c1ccc(Cl)c(C(=O)NCc2cccnc2)c1
  3%	?	?
> CCOC(CNC(=O)c1cccn2c(=O)c3c(C)c(C)sc3nc12)OCC
  -18%	16µM*	18µM*
> CC(=O)NC(Cc1ccccc1)C(=O)OCC(=O)c1ccc(Br)cc1 (centres undefined)
  -2%	1%	-16%
> COc1ccc(CNc2nc3c(c(=O)n(C)c(=O)n3C)n2Cc2ccccc2Cl)cc1
  1%	?	?
> O=C(NNC(=O)c1c(O)c2ccccc2[nH]c1=O)c1ccccc1Br
  -6%	?	?

# Part of the list above in another layout:
SMILES: CCOC(CNC(=O)c1cccn2c(=O)c3c(C)c(C)sc3nc12)OCC
  GCN5L2 inh: -18% | TDP1 cell CPT: 16µM* | DT40 TDP1 no CPT: 18µM*

SMILES: CCCc1ncc(C(O)c2cccc(OC)c2OC)n1C (centres undefined)
  GCN5L2 inh: -2% | TDP1 cell CPT: -5% | DT40 TDP1 no CPT: -19%

SMILES: COc1ccc(CNc2nc3c(c(=O)n(C)c(=O)n3C)n2Cc2ccccc2Cl)cc1
  GCN5L2 inh: 1% | TDP1 cell CPT: ? | DT40 TDP1 no CPT: ?

# Next section:
# Values run as follows: GCN5L2 inh	TDP1 cell CPT	DT40 TDP1 no CPT
> CNC[C@H](O)[C@@H](O)[C@H](O)[C@H](O)CO
  /	0%	-10%
> CCc1ccccc1S(=O)(=O)Cc1ccc(C(=O)NC2CCCC2)o1
  -18%	-21%	8%
> CCOC(=O)N/N=C\c1ccc([N+](=O)[O-])o1
  -10%	?	22µM*
> CCCNC(=O)C1(C)CCCN(C(=O)COc2ccc(C(C)(C)C)cc2)C1 (centres undefined)
  /	29µM*	16µM*
> CC(c1ccccc1)n1c(SCC(=O)N2CC(=O)Nc3ccccc32)nc2ccccc2c1=O (centres undefined)
  -5%	26µM*	21µM*
> COc1ccc(C(=O)N2CCN(Cc3ccccc3C)CC2)cc1OC
  1%	-26%	-18%
> CC(C)C[C@@H]1COc2cc(N(C)CCO)ccc2S(=O)(=O)N1
  /	2%	3%
> COc1ccccc1Cc1c(-c2ccc(OC)c(OC)c2)nc2c3ccccc3ccn12
  /	?	23µM*
> c1ccc(OCCOc2ccccc2-c2nnco2)cc1
  1%	-19%	-6%
> O=C(NCCN1CCOCC1)c1cc(-c2ccc(Cl)cc2)on1
  -3%	?	?
> Cc1ccc(NC(=O)CCN2C(=O)NC(C)(C)C2=O)cc1F
  0%	2%	-1%
> CC(C)(C)NC(=O)C(c1cccs1)N(Cc1ccc(F)cc1)C(=O)c1csnn1 (centres undefined)
  -17%	?	?
> N[C@H](C(=O)O)[C@@H]1C[C@@H]1C(=O)O
  -13%[0.501 µM]	10%&3%	-3%&-5%
> O=C(CSc1ccc2nnc(CCNC(=O)c3ccc(F)cc3)n2n1)NCc1ccco1
  -20%	10%	12%
> CCN1CCN(c2ncc(C(=O)N3CCCc4ccccc43)c3ccccc23)CC1
  -3%	-10%	-9%
> O=C(Nc1cc(Cl)ccc1-n1cncn1)c1ccco1
  /	-6%	11%
> CC1CCCCC1NC(=O)c1ccc(S(=O)(=O)NNC(=O)c2ccncc2)cc1 (centres undefined)
  -4%	?	?
> CN(C)CCN(C(=O)c1cccs1)c1nc2cc3c(cc2s1)OCCO3
  1%	?	23µM*
> COc1ccc2c(c1)CCc1cnc(-n3ncc(C(=O)NCCN4CCOCC4)c3C)nc1-2
  /	8%	-29%
> COc1ccc(N2CCN(C(c3cccs3)C(C)NC(=O)c3ccco3)CC2)cc1 (centres undefined)
  0%	?	?
> Cc1ccc(SCCC(=O)NCc2ccccn2)cc1
  -3%	3%	4%
> Cc1ccc(N=Cc2c(O)c3ccccc3oc2=O)c(C)c1
  -5%	0%	-12%
> COc1ccc(Cl)cc1NC(=O)c1cnc(SC)nc1-c1ccccc1
  -1%	?	?
> CC(C)Nc1nc(-c2ccncc2)nc(-c2ccccc2)c1C#N
  -3%	-21%	-9%
> O=C(C=NNc1ccccc1)c1ccccc1
  /	-17%	-23%
> CCNCc1nc2cc(Cl)ccc2c(=O)[nH]1
  0%	-25%	?
> CCOC(=O)C1=C(CC)Nc2ccccc2N=C1NC(=O)c1ccc(OC)c(S(=O)(=O)N2CCCCC2C)c1 (centres undefined)
  -10%	?	?
> O=C(NCc1ccccc1Cl)c1cnc2n(c1=O)CCS2
  -2%	-5%	-4%
> O=C(O)CCC(=O)Nc1ccc(C(=O)OCC(=O)c2ccc(Cl)cc2Cl)cc1
  -8%	-1%	-7%
> NC(=O)CNCCC(c1ccccc1)c1ccccc1
  -29%&-3%	2%	-15%
> Fc1ccccc1CNC(=S)NC1CCCCC1
  -8%	-21%	-1%
> Cc1cccc(NC(=O)COC(=O)CN2C(=O)c3ccccc3C2=O)c1C
  /	-28%	-4%
> O=C(Nc1ccccc1)C(Cc1ccccc1)c1ccccc1 (centres undefined)
  /	?	-23%
> Cn1c(=O)c2c(nc(CN3CCN(C(=O)c4ccco4)CC3)n2Cc2ccccc2F)n(C)c1=O
  -10%	-19%	?
> CCn1cc(S(=O)(=O)c2ccc(OC)cc2)c(=O)c2cc(F)c(N3CCC(C)CC3)cc21
  -8%	?	26µM*
> C/C(=N\NC(=S)Nc1ccc(F)cc1)c1ccc2c(c1)OCCO2
  -6%	0.92µM*	0.92µM*

# Screening results (PubChem)
